ASAP1 inh: ASAP1 ArfGAP inhibition; AID 624377; ASAP1-stimulated ARF1 GTP hydrolysis, GDP FP detection; Q9ULH1; inhibition, % at 16.5 µM; 360,000 tested, 0.19% active; in the data active means inhibition above about 25%;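 further: 0% = vehicle with enzyme and substrate and 100% = no enzyme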
ADAM10 inh: ADAM10 inhibition, QFRET primary screen; recombinant ADAM10, EDANS/DABCYL FRET peptide cleavage, 3 h; O14672; 370,000 tested, 0.62% active; inhibition, % at 7 µM; AID 720582;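 active means inhibition above a per-campaign cutoff equal to the mean of compounds falling between control-based bounds plus 3 SD, cut at about 20% in these data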;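 further: 0% = DMSO wells while the 100% control is not disclosed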
Tn7 DDE FP: disrupts Tn7 cyclic peptide binding to fibrin D-Dimer-E complex | P02675 | FP displacement of FITC-Tn7 peptide from fibrin DD(E); 0% = median of compound wells per plate | inhibition, % at 8.3 µM | 370,000 tested, 0.13% active;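 active means inhibition above the mean of compounds falling within the control limits plus 3 SD of them, cut at about 14% in these data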;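 further: 0% = plate median of compound wells and 100% = 10 µM Aha-Tn7 peptide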
Target sequence (P02675 whole entry, looked up): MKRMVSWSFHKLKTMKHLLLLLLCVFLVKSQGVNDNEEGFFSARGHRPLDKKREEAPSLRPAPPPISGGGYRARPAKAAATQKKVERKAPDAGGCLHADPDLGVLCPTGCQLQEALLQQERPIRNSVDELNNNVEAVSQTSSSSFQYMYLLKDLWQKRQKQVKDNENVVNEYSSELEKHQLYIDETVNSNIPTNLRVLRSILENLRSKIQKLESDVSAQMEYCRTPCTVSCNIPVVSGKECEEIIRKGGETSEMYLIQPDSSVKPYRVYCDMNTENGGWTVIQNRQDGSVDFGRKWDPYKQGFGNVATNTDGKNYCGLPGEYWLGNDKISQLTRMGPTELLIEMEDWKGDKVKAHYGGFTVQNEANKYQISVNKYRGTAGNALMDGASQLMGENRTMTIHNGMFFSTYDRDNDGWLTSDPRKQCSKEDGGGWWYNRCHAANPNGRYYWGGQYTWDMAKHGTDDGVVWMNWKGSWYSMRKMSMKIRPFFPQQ
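assay system = human clot-derived fibrin DD(E) complex | quantity = Fibrin-DD(E) at 2 µM final | timing = 10 min preincubation, 3 h with tracer, room temperature | signal = fluorescence polarization | measure = percent inhibition | benchmarks = high control wells with 10 µM unlabelled Aha-Tn7 peptide (full inhibition) | replicates = singlicate testing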
TDP2 inh: blocks human TDP2 phosphodiesterase activity. O95551. recombinant TDP2, T5PNP hydrolysis, p-nitrophenol absorbance 415 nm. inhibition, % at 12.8 µM. 370,000 tested, 0.34% active;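 active means inhibition above the mean of all tested compounds plus 3 SD, set per campaign, cut at about 25% in these data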;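 further: 0% = DMSO with enzyme and 100% = buffer with substrate but no TDP2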
Target sequence (O95551 whole entry, looked up): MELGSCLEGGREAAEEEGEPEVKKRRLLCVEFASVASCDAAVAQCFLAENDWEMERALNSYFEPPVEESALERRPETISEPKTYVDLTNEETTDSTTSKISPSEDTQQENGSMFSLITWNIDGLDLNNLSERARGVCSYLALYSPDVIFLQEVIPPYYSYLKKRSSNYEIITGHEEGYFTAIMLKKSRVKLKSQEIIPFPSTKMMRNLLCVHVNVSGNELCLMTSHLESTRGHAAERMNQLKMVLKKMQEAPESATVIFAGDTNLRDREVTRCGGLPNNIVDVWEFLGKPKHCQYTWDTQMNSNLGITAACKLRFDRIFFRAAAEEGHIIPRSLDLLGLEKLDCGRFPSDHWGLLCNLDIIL
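Evaluation: % inhibition relative to enzyme-containing and enzyme-free wells. Material: recombinant human TDP2. Benchmarks: enzyme-free and DMSO wells. Timing: enzyme reaction with compound for 2 h at 37 °C. Compound dosing: 12.8 µM only. Measured by: p-Nitrophenol epi absorbance. Reagent: T5PNP substrate at 5 mM, a TopII-DNA adduct mimic. Replication: single well per compound.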
proKLK7 act: activates the human kallikrein-7 zymogen; P49862; AID 652039; activation, % at 7 µM; 370,000 tested, 0.9% active; purified proKLK7, EDANS-DABCYL substrate fluorescence; 100% is mature enzyme control, 0% vehicle;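 active means activation above the mean of all tested compounds plus 3 SD, computed per campaign excluding outliers beyond control limits, cut at about 13% in these data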
DDE Tn6 FP inh: inhibitors of Tn6 peptide binding to human fibrin DD(E); P02675; Fibrin DD(E) TRITC-Tn6 fluorescence polarization displacement; inhibition, % at 8.3 µM; 370,000 tested, 0.21% active;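 active means inhibition above a per-campaign cutoff: mean of compounds within control limits plus 3 SD, cut at about 15% in these data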;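 further: 0% = median of all compound wells on the plate and 100% = blocking peptide control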
ARFGAP1 inhibitor: inhibitors of rat ARFGAP1; Arfgap1-stimulated ARF1 GTP hydrolysis, GDP FP detection; Q62848; 360,000 tested, 0.26% active; AID 651572; inhibition, % at 16.5 µM;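 active means inhibition above a per-plate limit, mean inhibition of low control wells plus 3 SD, cut at about 25% in these data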;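 further: 0% = DMSO wells with enzyme and 100% = wells lacking Arfgap1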
Target sequence (Q62848 1-136 limits assumed): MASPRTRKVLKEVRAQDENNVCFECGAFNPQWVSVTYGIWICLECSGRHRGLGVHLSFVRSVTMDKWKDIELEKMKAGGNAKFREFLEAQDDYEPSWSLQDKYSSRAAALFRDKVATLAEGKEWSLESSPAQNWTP
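material = rat Arfgap1 catalytic domain, aa 1-136 | also added = human ARF1(Δ1-17)-GTP substrate | compound dosing = one concentration, 16.5 µM, DMSO 1.26% | times = GTP hydrolysis reaction 2 h at 25 °C | measured by = FP, GDP Alexa 633 tracer displaced from anti-GDP antibody, 620/688 nm | evaluation = percent inhibition of Arfgap1-stimulated GTP hydrolysis | replication = single well per compound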
ADAM17 inh: inhibitors of human ADAM17. inhibition, % at 6.95 µM. recombinant ADAM17, EDANS/DABCYL FRET peptide cleavage. 370,000 tested, 0.83% active;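 active means inhibition above the mean of compounds lying between control limits plus 3 SD, set per campaign, cut at about 8.5% in these data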;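 further: 0% = DMSO-only wells as the low control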
PLC-gamma1 inh: blocks human PLC-gamma1 enzyme activity | P19174 | purified PLC-gamma1, fluorogenic substrate, fluorescence | inhibition, % at 12.2 µM | 370,000 tested, 0.84% active; in the data active means inhibition above about 9.5%
LEDGF integ inh: blocks HIV-1 LEDGF/p75-dependent DNA integration; TR-FRET IN-LEDGF/p75 DNA integration, Eu/Cy5; AID 743269; inhibition, % at 3.7 µM; 370,000 tested, 0.64% active;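 active means inhibition above the screen-wide mean plus 3 SD, cut at about 13% in these data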;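 further: signal is the Cy5 over europium emission ratio at 671 and 618 nm; 0% = plate median of compound wells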
Numbers without * were called inactive.

ASAP1 inh,ADAM10 inh,Tn7 DDE FP,TDP2 inh,proKLK7 act,DDE Tn6 FP inh,ARFGAP1 inhibitor,ADAM17 inh,PLC-gamma1 inh,LEDGF integ inh,molecule
-5,5,5,-5,-0.8,-7,-2,-3,3,-2,Cc1ccc(S(=O)(=O)NCC(=O)NCC(=O)NC(C)c2ccccc2Br)cc1C (configuration not stated)
-13,4,5,20,0.2,-1,7,-2,0,-2,CC(=O)N(c1c(C)n(C)n(-c2ccccc2)c1=O)C1(C(=O)NC2CCCCC2)CCCCC1
6,6,6,5,-0.1,1,-8,1,-2,5,CC(C)C(=O)C1=Cc2cc([N+](=O)[O-])ccc2OC1N1CCOCC1 (configuration not stated)
-2,16,-14,-1,-0.6,-6,32*,12*,3,4,O=C(CSc1nnc(SCc2cccc3ccccc23)s1)N/N=C/c1c[nH]c2ccccc12
-15,3,0,7,-1.2,4,-6,-4,-1,0,COc1cccc(/C=N/n2c(-c3n[nH]c4c3CCC4)n[nH]c2=S)c1O
2,-143,7,9,-9.9,1,-1,-43,-145,-4,O=C(c1ccoc1)N1CCN(c2cc(-c3cccnc3)nc3cc(-c4cccc(Cl)c4)nn23)CC1
4,-2,3,5,1.1,-2,1,-2,0,1,CC(Oc1cccc([N+](=O)[O-])c1)C(=O)NCCC1=CCCCC1 (configuration not stated)
2,0,1,-16,0.7,2,-3,3,6,2,CC(C)C[C@@H](COc1ccccc1)N1CCN(Cc2ccccc2)CCC1=O
6,8,-2,4,0.1,-9,2,-2,-4,1,CCCc1ccc(S(=O)(=O)N/N=C(/C)c2ccc3c(c2)OCO3)cc1
14,3,3,4,0.5,-2,13,-4,0,17*,Cc1cc(NC(=O)CSc2nc(C3CC3)nc3sc(C)c(C)c23)no1
-10,-1,12,5,0.1,-7,2,-3,-2,-4,O=C(CCCSc1ccc(Cl)cc1)Nc1cc(S(=O)(=O)N2CCOCC2)ccc1O
-5,1,0,-9,-0.1,2,3,0,3,1,Cc1ccc(NC(=S)NC(=O)c2cncc(Br)c2)c(C)c1
-3,-10,-6,-6,0.1,4,1,-4,-1,-3,O=P(c1ccccc1)(c1ccccc1)c1ccccc1C(Br)Br
3,-11,4,-3,0.1,7,9,-4,-7,-1,COc1ccc(NC(=S)SC)cc1OC
10,-5,2,4,0.3,6,18,-7,-4,-2,COc1ccc(NC(=O)c2cc(-c3cccnc3)nc3c(C)c(C)ccc23)c(OC)c1
-12,-117,-5,-2,-1.2,5,1,-35,-6,4,Cc1cc(=O)oc2c(C)c(OCC(=O)N3CCN(C(=O)C4COc5ccccc5O4)CC3)ccc12 (configuration not stated)
12,-19,1,-2,0.2,1,5,-4,1,-5,CC(C)C[C@@H]1COc2cccc(N3CCC[C@@H]3CO)c2S(=O)(=O)N1
-10,6,-2,2,0.3,-1,17,-3,4,1,COc1ccc(-c2noc(CCCC(=O)Nc3ccc(C(N)=O)cc3)n2)cc1
-6,-16,1,-4,1.7,3,2,-4,-2,7,COc1ccc2c(c1)C(=O)O[C@@H](c1ccccc1)C[C@@H](O)C(=O)CC2
2,-3,-4,6,0.2,-6,6,-3,-1,1,O=C(NN1C(=O)NC2(CCCCC2)C1=O)c1cc2ccccc2o1
-5,11,6,-17,0.3,0,-10,7,2,-1,O=C(C1CC1c1ccccc1)N1CCN(c2cccc(Cl)c2)CC1 (configuration not stated)
0,11,6,6,0.0,6,7,1,-35,-1,O=C1CCC(C(=O)OCC(=O)N2N=C3/C(=C/c4ccccc4)CCCC3C2c2ccccc2)N1 (configuration not stated)
-3,3,-1,-4,0.2,-2,3,1,-3,0,CCOC(=O)C1CCN(C(=O)COC(=O)CSc2ccc([N+](=O)[O-])cc2)CC1
-2,6,2,10,0.3,7,6,-1,2,2,CCN(c1ccccc1)S(=O)(=O)c1ccc(C(=O)Nc2ncccc2O)cc1

Exported as labelled records: entries from further up.
CC(C)C[C@@H](COc1ccccc1)N1CCN(Cc2ccccc2)CCC1=O
  ASAP1 inh: 2; ADAM10 inh: 0; Tn7 DDE FP: 1; TDP2 inh: -16; proKLK7 act: 0.7; DDE Tn6 FP inh: 2; ARFGAP1 inhibitor: -3; ADAM17 inh: 3; PLC-gamma1 inh: 6; LEDGF integ inh: 2

COc1ccc(NC(=O)c2cc(-c3cccnc3)nc3c(C)c(C)ccc23)c(OC)c1
  ASAP1 inh: 10; ADAM10 inh: -5; Tn7 DDE FP: 2; TDP2 inh: 4; proKLK7 act: 0.3; DDE Tn6 FP inh: 6; ARFGAP1 inhibitor: 18; ADAM17 inh: -7; PLC-gamma1 inh: -4; LEDGF integ inh: -2

The list continues:
ASAP1 inh,ADAM10 inh,Tn7 DDE FP,TDP2 inh,proKLK7 act,DDE Tn6 FP inh,ARFGAP1 inhibitor,ADAM17 inh,PLC-gamma1 inh,LEDGF integ inh,molecule
-10,-16,-3,10,-0.5,-2,2,-3,-35,-5,Cc1onc(-c2ccccc2Cl)c1C(=O)Nc1nnc(-c2ccc(F)cc2)s1
1,-26,-2,-6,-31,0,-1,-10,-10,-8,O=C(N/N=C/c1cccnc1)c1ccc(S(=O)(=O)N2CCCCCC2)cc1
-4,-63,10,3,-0.1,-9,-3,-27,-134,3,COc1ccc(N2CCCC2)c(NC(=O)c2ccc([N+](=O)[O-])o2)c1
2,-1,-4,9,-0.6,-1,9,-3,3,-3,Cn1nc(C(=O)Nc2ccc(S(=O)(=O)NCc3ccco3)cc2)c2ccccc2c1=O
-14,6,4,9,0.1,0,-6,2,4,0,CCOC(=O)/C(C#N)=C1/C=CN(C)C(C)=N1
-1,4,-1,4,-0.1,5,5,0,4,-3,CC1Cc2ccccc2N1C(=O)C1CCCN1S(=O)(=O)c1ccc(Cl)cc1 (configuration not stated)
-7,0,3,-2,0.7,8,13,-1,3,-3,CC(C)CCN1C(=O)c2ccc(C(=O)Nc3c[nH]c(=O)[nH]c3=O)cc2C1=O
-4,-1,-1,12,-0.2,-2,12,-3,1,1,COc1cc(-c2nnc(NC(=O)CS(=O)(=O)c3ccc(C)cc3)o2)cc(OC)c1OC
-2,7,-6,-12,-176,-7,2,0,3,2,COc1ccc(NC(=O)c2sc(-c3ccccc3)nc2C)c(OC)c1
5,6,1,20,0.3,2,3,1,-7,-2,O=C1C=C(N2CCCCCC2)C(=O)N1c1ccc(Cl)cc1
4,0,-5,2,0.3,8,8,3,-1,-2,Cc1ccc(C)c(CN2CCC(CNC(=O)CCc3nnc4ccc(N5CCC(C)CC5)nn34)CC2)c1
3,-12,2,-7,0.1,8,11,1,-3,0,COc1ccc(-c2nc(CS(=O)CC(=O)N3CCc4ccccc4C3)c(C)o2)cc1 (configuration not stated)
9,4,0,-9,-0.4,0,4,2,0,3,CC(=O)C1=C(O)CC(c2ccccc2)CC1=NCCc1ccccc1 (configuration not stated)
-11,-7,-7,-1,0.1,4,2,-4,0,-1,O=C(c1ccc(F)cc1)N1CCN(c2cnn(-c3ccccc3)c(=O)c2Cl)CC1
3,-2,-2,6,0.1,1,11,0,-1,-2,Cc1ccccc1S(=O)(=O)N1CCN(C)CC1
0,0,-5,-16,-0.3,0,3,-6,-1,-4,COc1ccc(CCn2c(S)nc3ccccc3c2=O)cc1
-12,-6,6,-15,-0.5,4,5,-1,-1,0,COc1ccc(Cc2nc3ccc(C(=O)N4CCCN(C=O)CC4)cc3o2)cc1
-17,-3,-11,7,-0.1,0,-8,3,2,4,CCOc1ccc(C(C)=O)cc1COC(=O)CCc1cc(OC)c(OC)c(OC)c1
-12,-1,1,9,-0.5,-6,8,0,3,8,CSc1nnc(NC(=O)c2cc3ccccc3oc2=O)s1
4,4,-7,-15,0.7,0,1,1,6,4,CCOc1ccc(NC(=O)C2CCN(S(=O)(=O)c3ccc4c(c3)CC(C)N4C(C)=O)CC2)cc1 (configuration not stated)
2,-2,0,-3,0.0,-2,7,-1,-8,2,O=C(O)c1cccc(Nc2nc3ccccc3nc2NS(=O)(=O)c2cccs2)c1
7,-6,-5,9,0.0,2,5,-4,2,-3,CN(C1CCS(=O)(=O)C1)S(=O)(=O)c1ccc2ccccc2c1 (configuration not stated)
-16,-3,-1,2,-0.3,3,3,-4,3,-4,CC1(C(=O)Nc2ccc3[nH]ncc3c2)CCN1C(=O)C/C=C/c1ccccc1 (configuration not stated)
1,-1,-3,2,0.0,-4,10,-5,2,2,COC(=O)C1=C(C)N(Cc2ccc(C(F)(F)F)cc2)C(=NCc2ccccc2C(F)(F)F)NC1c1ccc(Cl)cc1 (configuration not stated)
9,-8,1,-1,-0.5,3,5,-4,3,-2,O=C(Nc1ccncc1)C1CC(=O)N(Cc2ccccc2)C1 (configuration not stated)
21,-7,9,4,-0.8,-3,-2,3,-7,-5,Cc1ccccc1Nc1cc(C)c2c(O)cccc2n1
-6,3,2,0,0.3,7,0,3,3,-6,CCCCOc1ccc(C(=O)N(C)CC(=O)Nc2ccc(C)cc2)cc1
3,-12,0,3,0.1,-1,-6,-3,1,-2,O=C(Nc1cccc(S(=O)(=O)N2CCCC2)c1)c1cncc(Br)c1
3,-3,0,-6,0.7,2,1,-1,-1,4,CN1CCN(CC(=O)Nc2nc(-c3c[nH]c4ccccc34)cs2)CC1
-4,-8,6,-6,0.0,-6,-1,2,1,-5,Cc1nn(Cc2ccccc2)c(C)c1N

From PubChem
